Bioassay records deposited in PubChem by several laboratories.
TNAP inh noacc: human TNAP enzyme inhibitors, primary screen, biochemical, luminescent, no phosphate acceptor, uHTS. inhibition, % at 20 µM. Alkaline phosphatase, tissue-nonspecific isozyme (Homo sapiens), P05186. purified TNAP, CDP-star luminescence, 30 min. AID 1012, 2008. actives 0.26% (n = 200,000);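 active means tissue-nonspecific alkaline phosphatase inhibition above about 50% at 20 µM in the single-dose screen, limit read from the data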;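 further: 0% = DMSO negative control and 100% = EDTA positive control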
PMI act satM6P: human PMI activators, high substrate, primary screen, biochemical, fluorescence intensity, near-saturating mannose 6-phosphate; Mannose-6-phosphate isomerase (Homo sapiens), P34949; coupled PMI enzyme assay, resazurin fluorescence, 20 min; stronger effect = higher value; 1 = untreated enzyme, 0 = substrate-free blank; activation factor at 20 µM; actives 0.34% (n = 190,000); AID 1216, 2008;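 active means activation factor of 2 or more at 20 µM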
Target sequence (P34949 whole entry, looked up): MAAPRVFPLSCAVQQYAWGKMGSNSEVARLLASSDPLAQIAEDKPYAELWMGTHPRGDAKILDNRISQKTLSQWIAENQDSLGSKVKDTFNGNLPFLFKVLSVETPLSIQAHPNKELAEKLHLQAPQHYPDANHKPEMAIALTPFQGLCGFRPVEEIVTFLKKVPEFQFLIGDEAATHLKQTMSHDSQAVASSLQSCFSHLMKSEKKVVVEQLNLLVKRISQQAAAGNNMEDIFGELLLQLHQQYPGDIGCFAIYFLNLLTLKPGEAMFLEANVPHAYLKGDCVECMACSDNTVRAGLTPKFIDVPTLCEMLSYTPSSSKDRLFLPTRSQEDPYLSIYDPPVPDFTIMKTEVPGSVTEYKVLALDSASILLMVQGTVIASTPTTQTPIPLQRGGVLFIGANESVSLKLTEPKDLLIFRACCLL
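Material: human phosphomannose isomerase with PGI, G6PDH, diaphorase coupling enzymes. Quantity: 15 ng/mL PMI. Medium: HEPES pH 7.4 buffer with MgCl2 and Tween-20. Reagent: Near-saturating mannose-6-phosphate, 1.0 mM. Compound: 20 µM single dose. Times: enzyme reaction with compound 20 min at room temperature. Detection: resorufin fluorescence at Ex 544/Em 590 nm.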
PMI act: activators of human PMI, primary screen, biochemical, fluorescence intensity, near-Km mannose 6-phosphate; Mannose-6-phosphate isomerase (Homo sapiens), P34949; purified human PMI, coupled resazurin fluorescence, 20 min; stronger effect = higher value; 1 = vehicle control, 0 substrate-free wells; activation factor at 20 µM; actives 0.005% (n = 190,000); AID 1214, 2008;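 active means activation factor of 2 or more at 20 µM, relative to plate controls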
HMGR II inh: inhibitors of E. faecalis class II HMGR, primary screen, biochemical, Enterococcus faecalis; purified E. faecalis HMGR, NADPH absorbance 340 nm kinetic; actives 0.41% (n = 190,000); inhibition, % at 10 µM;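 active means inhibition above a set limit, the median over all tested compounds plus 3 SD, cut at about 9.5% in these data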;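 further: enzyme runs in reverse so mevalonate oxidation gives rising NADPH absorbance; 0% = complete reaction with DMSO and 100% = background rate lacking mevalonate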
TNAP inh hi DEA: human TNAP enzyme inhibitors, primary screen, biochemical, luminescent, high phosphate acceptor level, uHTS. purified TNAP, CDP-star luminescence, 1 M DEA. actives 0.03% (n = 200,000). Alkaline phosphatase, tissue-nonspecific isozyme (Homo sapiens), P05186. inhibition, % at 20 µM;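 active means over 50% inhibition of tissue-nonspecific alkaline phosphatase at 20 µM in the single-dose screen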;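 further: plate controls were DMSO wells for no effect and EDTA-quenched wells as full inhibition for full effect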
Diaph inh CS: diaphorase inhibitors and chemical oxidizers, primary screen, counter-screen for diaphorase-coupled primary assays, biochemical, uHTS, resorufin fluorescence. diaphorase resazurin-to-resorufin fluorescence, NADH, 16 min; bacterial (C. kluyveri) enzyme, not human. inhibition, % at 20 µM. actives 0.69% (n = 190,000);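 active means primary screen inhibition at 20 µM above a set limit, cut at about 50% in these data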;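 further: plate controls were DMSO with full reaction for no effect and wells lacking NADH for full effect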
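Test system: diaphorase enzyme from Clostridium kluyveri; amount: diaphorase at 0.14 U/mL in enzyme working solution; detection: fluorescence of resorufin formed from resazurin, Ex 544/Em 590 nm; times: reaction incubation of 16 min at room temperature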
TNAP act hiacc: TNAP activators at high phosphate acceptor level, primary screen, biochemical, luminescence, uHTS; 200,000 tested, under 10 active; purified TNAP, CDP-star luminescence, 1 M DEA, 30 min; stronger effect = higher value; 0 = EDTA background, 1 = DMSO-only activity; Alkaline phosphatase, tissue-nonspecific isozyme (Homo sapiens), P05186; activation factor at 20 µM;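 active means activation factor at least 2 at 20 µM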
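Test system – human TNAP · Doses – 20 µM single point · Incubation – 30 min, room temperature · Signal – luminescent substrate turnover signal · Read-out basis – activation factor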
FLuc act counter: FLuc activators, initial screening, artefact control for FLuc-dependent activation tests, biochemical, ATPlite luminescence; activation factor at 10 µM; AID 1027, 2008; 200,000 tested, under 10 active; ATPlite luciferase biochemical, 10 min; 0 = ATP-free wells, 1 = DMSO control;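 active means luciferase activation factor, scaled between plate controls, of at least 2 with compound at 10 µM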
Target sequence (P08659 whole entry, looked up): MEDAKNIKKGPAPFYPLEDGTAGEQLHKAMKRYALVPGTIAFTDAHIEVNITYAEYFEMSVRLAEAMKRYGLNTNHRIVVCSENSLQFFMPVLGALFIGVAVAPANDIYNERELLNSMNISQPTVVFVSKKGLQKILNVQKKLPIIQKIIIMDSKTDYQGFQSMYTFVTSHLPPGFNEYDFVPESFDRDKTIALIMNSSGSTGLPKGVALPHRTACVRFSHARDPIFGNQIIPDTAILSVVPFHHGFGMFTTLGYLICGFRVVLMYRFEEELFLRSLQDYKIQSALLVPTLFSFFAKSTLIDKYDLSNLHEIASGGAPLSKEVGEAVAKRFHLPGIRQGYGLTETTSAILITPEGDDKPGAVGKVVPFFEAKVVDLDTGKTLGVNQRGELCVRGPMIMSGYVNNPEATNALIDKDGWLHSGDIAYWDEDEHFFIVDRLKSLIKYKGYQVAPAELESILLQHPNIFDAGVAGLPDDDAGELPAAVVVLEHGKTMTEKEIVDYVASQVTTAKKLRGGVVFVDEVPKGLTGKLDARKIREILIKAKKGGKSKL
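Assay system: Luciferase/luciferin detection reagent, cell-free biochemical luciferase assay / Read-out: luciferase activation / Benchmarks: No-ATP low control, compound-free enzyme-plus-ATP high control / Medium: PBS buffer for ATP / Detection: luminescence measurement of luciferase light output / Schedule: 10 min at ambient temperature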
Diaph act CS: compounds boosting diaphorase resazurin reduction – biochemical, uHTS, resorufin fluorescence, counter-screen for diaphorase-coupled primary assays, primary screen. Diaphorase/resazurin coupled assay, 16 min; stronger effect = higher value; 1 = vehicle wells, 0 = NADH-free wells. activation factor at 20 µM. actives 0.005% (n = 190,000);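 active means diaphorase activity raised at least twofold by the compound at 20 µM; inactive means activation factor below 2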
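Test system: Clostridium kluyveri diaphorase, purified enzyme; input: enzyme 0.07 U/mL final; buffer or medium: 50 mM HEPES pH 7.4 with 4.542 mM MgCl2, 0.005% Tween 20; also added: 0.114 mM NADH and 0.1 mM resazurin, final amounts; schedule: 16 min enzyme reaction, ambient temperature; technique: fluorescence of resorufin, 544 nm excitation, 590 nm emission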
G6PDH CS: L. mesenteroides G6PDH inhibitors, counter-screen for G6PDH-coupled screening assays, biochemical, Leuconostoc mesenteroides enzyme; glucose-6-phosphate dehydrogenase [Leuconostoc mesenteroides]; Purified L. mesenteroides G6PDH, diaphorase/resazurin coupled fluorescence, 45 min; inhibition, % at 5 µM; actives 0.12% (n = 200,000); in the data active means inhibition above about 50%
Starred values were filed as active, the others as inactive. An unsorted share of the library, and some 1.7% of all compounds hit somewhere here.

SMILES | TNAP inh noacc | PMI act satM6P | PMI act | HMGR II inh | TNAP inh hi DEA | Diaph inh CS | TNAP act hiacc | FLuc act counter | Diaph act CS | G6PDH CS
CC1C/C(=N/NC(=O)c2cccc(F)c2)c2ccc(O)cc2C1 (configuration not stated) | -6 | 0.9 | 0.9 | -2 | 2 | 11 | 1 | 1 | 0.9 | -28
CN(C)c1ccc(C2C3=C(CCCC3=O)OC3=C2C(=O)CCC3)cc1 | -4 | 1 | 0.9 | -4 | 0 | 36 | 1 | 1.1 | 0.6 | 1
COc1cc(C(C)=O)ccc1OC(=O)c1cc2cccc(OC)c2oc1=O | -4 | 0.9 | 1.1 | -2 | -2 | 16 | 1 | 1.1 | 0.8 | 8
Cc1ccc(S(=O)(=O)N2CCSC2C(=O)O)cc1 (configuration not stated) | -8 | 1 | 1 | 5 | 0 | 6 | 1 | 1.1 | 0.9 | 1
CCOP(=O)(OCC)C(NC(=O)c1cccs1)C(F)(F)F (configuration not stated) | -2 | 1 | 1 | -2 | -8 | -12 | 1.1 | 0.9 | 1.1 | 18
Cc1ccc(NC(=O)CN(C)Cc2ccc(F)cc2)c([N+](=O)[O-])c1 | 5 | 0.8 | 0.8 | 1 | 5 | 18 | 1 | 1 | 0.8 | 2
O=C(Nc1ccccc1)C1CCCCC1 | -11 | 1.1 | 1 | -4 | -4 | -7 | 1 | 1 | 1.1 | 14
CCCCCC(=O)N1CCN(c2ccc(C(C)=O)cc2F)CC1 | -6 | 0.9 | 0.9 | -6 | -2 | 16 | 1 | 1.1 | 0.8 | -21
Cc1cc(NS(=O)(=O)c2ccc(NC(=O)CSc3nnc(-c4ccco4)n3Cc3ccco3)cc2)nc(C)n1 | -4 | 1 | 0.9 | -1 | 0 | 10 | 1 | 1 | 0.9 | 13
Cc1ccc(CN(c2ccc(C(=O)NCC3CCCO3)cc2)S(C)(=O)=O)cc1 (configuration not stated) | -3 | 1 | 0.9 | -1 | -1 | 0 | 1 | 1.1 | 1 | 16
CSc1ccc(/C=N/NC(=O)CN2CCN(Cc3ccccc3)CC2)cc1 | -11 | 0.9 | 0.9 | -14 | -5 | -10 | 1.1 | 1 | 1.1 | 4
Cc1nn(C)c(C(=O)N/N=C/c2cccc3ccccc23)c1Cl | -8 | 1 | 1 | 4 | -4 | 12 | 1 | 1 | 0.9 | -6
CCC(=O)N1c2ccccc2NC2=C(C(=O)CC(C)(C)C2)C1c1cccnc1 (configuration not stated) | -3 | 1 | 0.9 | -1 | -1 | 7 | 1 | 1 | 0.9 | 1
N#CC(c1ccc(Cl)cc1)(c1ncc(C(F)(F)F)cc1Cl)N1CCOCC1 (configuration not stated) | -1 | 0.9 | 0.8 | -3 | 2 | 19 | 1 | 1 | 0.8 | 8
S=C(Nc1ccc(Cl)cc1Cl)Nn1cnnc1 | -12 | 0.8 | 0.6 | 0 | -4 | 14 | 1 | 1 | 0.9 | 17
C=CCNCCCCOc1c(Cl)cc(C)cc1Br | -8 | 1.1 | 1 | -14 | -4 | 9 | 1 | 1.1 | 0.9 | -2
c1ccc(Cn2nnc3c(NCc4ccc5c(c4)OCO5)nc(C4CC4)nc32)cc1 | -8 | 1 | 0.9 | -3 | 0 | -6 | 1 | 1 | 1.1 | -1
c1ccc(-c2nc(CSc3nnnn3-c3ccccc3)cs2)cc1 | -1 | 1.1 | 1.1 | 1 | -7 | 24 | 1.1 | 1.1 | 0.8 | 6
O=C(c1cccs1)C1C(c2ccc(Br)cc2)NC(=S)NC1(O)C(F)(F)F (configuration not stated) | 1 | 1 | 0.9 | 0 | -3 | 24 | 1 | 1 | 0.8 | -2
COc1ccc(CC(=O)Nc2ccccc2C(=O)N2CCOCC2)cc1OC | -10 | 0.9 | 0.9 | -1 | -4 | 6 | 1 | 1 | 0.9 | -3
Cc1cc(/C=N/NC(N)=O)c(C)n1-c1ccc(F)cc1 | -9 | 0.9 | 1 | -3 | -1 | 7 | 1 | 1 | 0.9 | 6
COC(=O)Cn1c2ccc(OC)cc2c2nc3ccccc3nc21 | -4 | 0.9 | 1.1 | -4 | -9 | 26 | 1.1 | 1.1 | 0.7 | 10
Cc1cc(-c2nnc3sc(-c4ccc(Cl)cc4Cl)nn23)n[nH]1 | 2 | 1.1 | 1 | -2 | -8 | -4 | 1.1 | 1 | 1 | 8
CS(=O)(=O)c1ccc(C(=O)N2CCN(Cc3ccccc3)CC2)cc1 | -2 | 1.1 | 1 | -4 | 1 | 13 | 1 | 1.1 | 0.9 | 6
Cc1ccc(Cl)c(NC(=O)CCl)c1Cl | -13 | 1 | 1.1 | 2 | -2 | 8 | 1 | 1 | 0.9 | 0

Retrieved one by one from the list above:
SMILES | TNAP inh noacc | PMI act satM6P | PMI act | HMGR II inh | TNAP inh hi DEA | Diaph inh CS | TNAP act hiacc | FLuc act counter | Diaph act CS | G6PDH CS
Cc1cc(-c2nnc3sc(-c4ccc(Cl)cc4Cl)nn23)n[nH]1 | 2 | 1.1 | 1 | -2 | -8 | -4 | 1.1 | 1 | 1 | 8
COc1ccc(CC(=O)Nc2ccccc2C(=O)N2CCOCC2)cc1OC | -10 | 0.9 | 0.9 | -1 | -4 | 6 | 1 | 1 | 0.9 | -3

Continued.
SMILES | TNAP inh noacc | PMI act satM6P | PMI act | HMGR II inh | TNAP inh hi DEA | Diaph inh CS | TNAP act hiacc | FLuc act counter | Diaph act CS | G6PDH CS
COc1ccc(OC)c(C2CC(=O)N3CN(c4ccccc4)CSC3=C2C#N)c1 (configuration not stated) | -4 | 1.4 | 1 | -5 | 0 | 38 | 1 | 1 | 0.6 | 10
Cc1nn2c(N)c(C#N)cnc2c1-c1ccccc1 | -19 | 1.1 | 1 | -9 | -2 | 18 | 1 | 0.9 | 0.8 | 11
COc1cc(OC)cc(C(=O)OCC(=O)Nc2ccc(N3CCCCC3)cc2)c1 | -1 | 1.1 | 1 | -2 | -4 | 0 | 1 | 1.1 | 1 | 0
Brc1csc(/C=N/Nc2nc3ccccc3s2)c1 | -45 | 1 | 1 | -1 | 7 | 4 | 0.9 | 0.5 | 1 | -57
Cc1ccc(OCCNC(=O)C2CC(=O)N(c3ccc(C)cc3)C2)cc1 (configuration not stated) | -12 | 1 | 1 | -4 | -5 | 10 | 1 | 1.1 | 0.9 | 4
CN(C)S(=O)(=O)c1ccc2nnn(OCC(=O)NC34CC5CC(CC(C5)C3)C4)c2c1 | -8 | 1 | 1 | -5 | -4 | 17 | 1 | 1 | 0.8 | -11
Cc1ccc(N(CC(=O)NCc2ccccc2Cl)S(=O)(=O)c2cccs2)cc1 | -9 | 0.9 | 0.9 | 5 | -9 | 15 | 1.1 | 1.1 | 0.9 | -1
O=C(CN1C(=O)NC2(CCCCC2)C1=O)Nc1ccc(N2CCOCC2)cc1 | -13 | 0.9 | 0.8 | 0 | 0 | 2 | 1 | 1 | 1 | 12
Cc1ccc(NC(=O)C2CCCN2S(=O)(=O)c2ccc3c(c2)n(C)c(=O)c(=O)n3C)cc1C (configuration not stated) | -4 | 0.9 | 1.1 | 0 | -2 | 14 | 1 | 1 | 0.9 | 19
CC(=O)Nc1cccc(-c2csc(Nc3cccc(C)n3)n2)c1 | -4 | 1 | 0.9 | -10 | 0 | -3 | 1 | 0.9 | 1 | 9
COc1ccccc1N1CCN(C(=O)C(F)F)CC1 | -12 | 0.9 | 0.9 | 0 | -4 | 15 | 1 | 1 | 0.8 | 8
COc1ccc(C)cc1NC(=O)C(OC(=O)CNC(=O)c1cc(C)cc(C)c1)c1ccccc1 (configuration not stated) | -16 | 0.9 | 0.8 | -6 | 1 | 13 | 1 | 1 | 0.9 | -19
CC(/C=C/c1ccc2c(c1)OCO2)=N/NC(=O)c1ccc(C)nc1 | -35 | 0.9 | 1 | 1 | 3 | 3 | 1 | 1 | 1 | -9
CCOc1ccc(C2C(C#N)=C(N)Oc3cc(C)oc(=O)c32)cc1 (configuration not stated) | -14 | 1 | 1 | 16* | -9 | 4 | 1.1 | 1.1 | 1 | 8
O=C(Nc1ccc(Cl)cc1)Nc1nnc(CSCc2ccccc2)s1 | -12 | 1.1 | 1 | 0 | 0 | 0 | 1 | 1.1 | 1 | -9
CCCC1(c2ccccc2)NC(=O)N(CC(=O)Nc2cc(C)on2)C1=O (configuration not stated) | -11 | 0.9 | 0.9 | -5 | -4 | 3 | 1 | 1 | 1 | 1
Cc1ccc(C(C(=O)NC2CCCCC2)N(Cc2ccco2)C(=O)Cn2cnc3ccccc32)cc1 (configuration not stated) | -59 | 0.9 | 0.9 | 0 | -8 | 12 | 1.1 | 1.1 | 0.9 | 2
Cc1[nH]c2ccccc2c1C(=O)CN1CCCCC1C (configuration not stated) | -10 | 1 | 1 | 3 | -4 | 11 | 1 | 1 | 0.9 | 19
Cc1c(C(=O)NCc2ccco2)oc2ccc(S(=O)(=O)N3CCC4(CC3)OCCO4)cc12 | -10 | 0.9 | 1 | 3 | -6 | 12 | 1.1 | 1.1 | 0.9 | 5

Three compounds from above, ordered by length of the SMILES, descending:
SMILES | TNAP inh noacc | PMI act satM6P | PMI act | HMGR II inh | TNAP inh hi DEA | Diaph inh CS | TNAP act hiacc | FLuc act counter | Diaph act CS | G6PDH CS
Cc1ccc(N(CC(=O)NCc2ccccc2Cl)S(=O)(=O)c2cccs2)cc1 | -9 | 0.9 | 0.9 | 5 | -9 | 15 | 1.1 | 1.1 | 0.9 | -1
O=C(Nc1ccc(Cl)cc1)Nc1nnc(CSCc2ccccc2)s1 | -12 | 1.1 | 1 | 0 | 0 | 0 | 1 | 1.1 | 1 | -9
Brc1csc(/C=N/Nc2nc3ccccc3s2)c1 | -45 | 1 | 1 | -1 | 7 | 4 | 0.9 | 0.5 | 1 | -57
